# Cneo AK release = Cryptococcus neoformans cell lysis inducers, primary screen, AK release luminescence, single concentration | C. neoformans lysis, adenylate kinase release luminescence, 4 h; normalised: neutral wells 0, clomiphene wells 100 | lysis activity, % at 15 µM | actives 0.2% (n = 360,000) | AID 651654, 2012;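 active means mean lysis activity across replicates of at least 80%, whatever share of replicates individually reach that level; inactive means mean lysis activity below 80%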
#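 Signal: Adenylate kinase release luminescence | Assay system: Log-phase Cryptococcus neoformans yeast cells | Input: Cells at 5 × 10^6 per mL | Buffer or medium: Fresh YPD growth medium | Compound: Single dose | Schedule: Static 4 h at 37 °C with compound, 1 h detection | Controls: Clomiphene | Read-out: Luminescence rise reflecting yeast cell lysis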
# C2C12 statin = suppressors of statin myotoxicity in C2C12 myotubes, primary screen, cell-based, single point, plate reader; rescue of ATP level, % at 7.49 µM; actives 0.78% (n = 330,000); C2C12 myotubes + simvastatin, ATP luminescence, 48 h; scaled: DMSO 0, geranylgeraniol control 100; AID 602340, 2012;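 active means mean ATP rescue above about 67%, or every replicate alone reaching that limit, limit read from the data, passing the limit was not always enough; inconclusive means no clear call, values can overlap the other calls; inactive means mean under the limit and some replicate under it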;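 further: myotubes were challenged with 10 µM simvastatin during compound exposure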
# miR-122 sensor = miR-122 Renilla sensor signal increase in Huh7, primary screen, miR-122 inhibitor project, cell-based, single point, plate reader | actives 0.3% (n = 340,000) | Huh7 miR-122 Renilla luciferase sensor, 48 h; neutral wells = 0, positive control = 100 | activation (reporter increase), % at 12.5 µM;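 active means mean replicate activation score at least 90 and every replicate individually at or above 90; inconclusive means only one of the two criteria met; inactive means neither criterion met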;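 further: higher luciferase means less miR-122 activity so hits act as miR-122 inhibitors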
# esBAF inh = Bmi1 luciferase reporter increase in mESCs, primary screen, esBAF inhibitor project, mouse ES cells, Bmi1 luciferase knock-in, single point; 24 h; 100% = twice the neutral-well signal; AID 602393, 2012; actives 2% (n = 350,000); reporter increase, % at 12.5 µM; in the data active means activation above about 40%; inconclusive means no clear call, values can overlap the other calls;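 further: 0% = median of the plate's neutral control wells and 100% = double that signal; a rise in the Bmi1 reporter signal indicates esBAF inhibition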
# ERp5 block = inhibitors of ERp5-driven insulin aggregation, primary screen, biochemical, turbidity, absorbance 650 nm, single point; Protein disulfide-isomerase A6 (Homo sapiens), Q15084; 90 min; inhibition, % at 9.99 µM; actives 0.05% (n = 350,000); AID 651711, 2012;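 active means mean replicate inhibition above about 25%, with every replicate also reaching it, limit read from the data, passing the limit was not always enough; inconclusive means only one of those two criteria met; inactive means neither criterion met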
# Target sequence (Q15084 whole entry, looked up): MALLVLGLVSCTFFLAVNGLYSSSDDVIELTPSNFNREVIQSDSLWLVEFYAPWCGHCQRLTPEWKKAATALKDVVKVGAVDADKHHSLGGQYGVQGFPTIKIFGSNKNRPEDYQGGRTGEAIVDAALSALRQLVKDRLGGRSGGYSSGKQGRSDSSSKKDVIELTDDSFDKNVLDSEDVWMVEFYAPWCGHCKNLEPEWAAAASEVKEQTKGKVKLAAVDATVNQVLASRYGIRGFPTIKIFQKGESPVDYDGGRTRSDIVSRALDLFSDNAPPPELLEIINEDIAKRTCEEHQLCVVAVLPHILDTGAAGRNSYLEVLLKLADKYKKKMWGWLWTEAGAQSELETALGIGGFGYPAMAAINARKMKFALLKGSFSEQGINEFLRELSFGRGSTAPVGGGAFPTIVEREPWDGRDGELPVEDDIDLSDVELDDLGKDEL
# SIRT5 block = SIRT5 desuccinylase inhibitors, primary screen, biochemical, fluorescence imaging, single point, set 5; NAD-dependent protein deacylase sirtuin-5, mitochondrial (Homo sapiens), Q9NXA8; Purified SirT5, succinyl-peptide AMC, trypsin-coupled fluorescence; inhibition, % at 15 µM; actives 1.1% (n = 330,000); AID 652115, 2013; in the data active means inhibition above about 15%; inconclusive means no clear call, values can overlap the other calls
# Target sequence (Q9NXA8 whole entry, looked up): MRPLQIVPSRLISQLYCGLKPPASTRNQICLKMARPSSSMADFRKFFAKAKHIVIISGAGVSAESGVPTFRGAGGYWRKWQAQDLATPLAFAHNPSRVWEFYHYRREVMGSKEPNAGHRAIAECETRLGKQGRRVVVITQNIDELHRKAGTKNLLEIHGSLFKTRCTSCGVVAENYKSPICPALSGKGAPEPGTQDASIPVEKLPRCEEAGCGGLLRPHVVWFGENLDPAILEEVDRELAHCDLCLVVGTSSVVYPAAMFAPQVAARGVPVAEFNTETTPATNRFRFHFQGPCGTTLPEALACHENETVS
# ARNT-TACC3 inh = disruptors of ARNT/TACC3 protein interaction, primary screen, biochemical, AlphaScreen, single concentration; AlphaScreen His-ARNT PAS-B/GST-TACC3 binding, luminescence; TACC3 fragment carries E629A point mutation; Transforming acidic coiled-coil-containing protein 3 (Homo sapiens), Q9Y6A5; actives 0.66% (n = 390,000); inhibition, % at 9.99 µM;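 active means mean inhibition of replicates at least 50% and at least half of replicates each reaching 50%; inconclusive means half or more replicates reach 50% but mean below 50%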;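 further: 0% = complete ARNT plus TACC3 wells and 100% = ARNT alone without TACC3; many hits fall short of the cut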
# The depositor's hits bear a star; ? = inconclusive; nt = not tested or not shown; & = joins results of further samples; [ ] = another dose, or the depositor's remark.
compound	Cneo AK release	C2C12 statin	miR-122 sensor	esBAF inh	ERp5 block	SIRT5 block	ARNT-TACC3 inh
CCCCCC1CC(CC(=O)Nc2ccc([N+](=O)[O-])cc2)OC1=O (stereo not drawn)	nt	nt	nt	nt	1.4	-0.6	-9.0
COCC(=O)NC1CCN(CC(=O)Nc2ccc(OC)cc2[N+](=O)[O-])CC1	0.7	9.7	-1.4	5.0	nt	nt	-16.5
CC(=O)c1cccc(-c2ccc3c(c2)C(C)(Cc2ccccc2C#N)C(=O)N3)c1 (stereo not drawn)	-0.2	2.3	-2.8	4.5	-4.0	nt	nt
Cc1cccc(-c2nnc(SCC(=O)NCc3ccc4c(c3)OCO4)n2C)c1	0.2	?	-1.6	3.6	nt	nt	-0.7
Cc1ccc(C(=O)NNc2ncnc3c2cnn3C)cc1	nt	-7.4	nt	-0.1	-0.7	-4.8	-0.7
CO[C@H]1CN(C)C(=O)c2cc(NC(=O)c3nc4ccccc4s3)ccc2OC[C@H](C)N(Cc2cccnc2)C[C@@H]1C	-0.2	1.6	nt	14.6	-2.2	nt	1.9
C[C@H](CO)N1C[C@H](C)[C@H](CN(C)S(=O)(=O)c2cccc(F)c2)Oc2ncc(C#CC3CCCCC3)cc2C1=O	-0.9	26.4	-33.6[16.7 µM]	-1.2	-0.8	20.8*	2.2
CS(=O)(=O)Nc1ccc2c(c1)[C@@H]1C[C@H](CC(=O)NCCc3ccccc3)O[C@@H](CO)[C@@H]1O2	-0.1	-1.0	1.2[16.7 µM]	6.1	4.6	-1.2	1.7
CC(C)(C)NC(=O)c1cc(-c2ccc3c(c2)OCO3)nc2ccccc12	0.1	-0.5	5.7	5.5	2.6	-1.1	-5.5
CCOc1nc(N2CCOCC2)nc(C)c1[N+](=O)[O-]	nt	-3.1	-8.8	3.8	1.5	-0.2	6.7
c1ccc2c(c1)CCCN2Cc1nnnn1C1CCCC1	-0.4	5.7	9.6	-4.4	nt	nt	-0.3
COc1c(C)cc(C(=O)C2CCCN(C(=O)c3cc(C)nc(C)n3)C2)cc1C (stereo not drawn)	nt	9.2	-4.1	3.8	-4.8	2.8	7.8
Cc1ccc(N(CC(=O)NCc2ccncc2)S(C)(=O)=O)cc1	-2.5	nt	-6.0	0.2	nt	nt	21.4
CCCCN(C(=O)CSc1ncnc2sccc12)c1c(N)n(Cc2ccccc2)c(=O)[nH]c1=O	-0.7	-2.0	-18.2	-4.4	-1.0	-4.3	-0.1
COc1cccc(CN(C)C(=O)c2csc3c2CCCC3)c1OC	-1.8	13.0	1.9	-17.1	-3.7	-2.8	-4.2
O=C(c1cc(C2CC2)on1)N1CCOCC1	-0.7	-20.2	1.1	-5.1	3.1	-2.0	2.7
COC(=O)C[C@H]1C[C@H]2c3cc(NC(=O)Nc4ccc(F)cc4)ccc3O[C@H]2[C@@H](CO)O1	-2.3	10.3	-4.6	-5.2	2.2&-1.6	-3.6&-1.2	nt
CCCCn1c(SCC(=O)OCC)nnc1-c1ccoc1C	-2.4	-5.4	0.1	-4.0	nt	nt	0.3
O=C(Nc1nc(COc2ccccc2)cs1)c1ccccc1F	2.5	nt	3.4	nt	nt	nt	-14.2
Cc1ccc2nc3c(cc(C(N)=S)c(=N)n3CCCOC(C)C)c(=O)n2c1	-0.6	-92.8	1.1	10.8	4.4	-35.1	6.2
C[C@H]1CN([C@@H](C)CO)C(=O)c2cc(NC(=O)Cc3cn(C)c4ccccc34)ccc2O[C@H]1CN(C)Cc1ccc(Cl)c(Cl)c1	0.2	18.7	-0.5[16.7 µM]	1.9	-1.1	7.8	10.1
Cc1cc(C)c(NC(=O)CSc2nc3[nH]ncc3c(=O)[nH]2)c(C)c1	-1.3	-0.8	-5.5	-0.6	1.9	-1.5	3.3
C=CCN1C(=O)c2ccc(C(=O)N(CCC)CC(=O)Nc3ccccc3C)cc2C1=O	-0.2	7.0	-3.4	-2.5	-0.6	-1.9	12.4
Cn1ccc(-c2cc(C(=O)O)c3ccccc3n2)n1	-20.4	-2.6	-3.4	4.3	7.5	3.0	-5.4
CCN(C(=O)CCN1C(=O)c2ccccc2S1(=O)=O)c1ccccc1	-1.6	-2.2	nt	-5.1	-2.6	0.1	8.2
CCC(C)(C)NC(=O)C1CCCN1C(=O)NC1CCCCC1 (stereo not drawn)	nt	nt	nt	nt	4.4	-2.3	2.4
COc1ccc(NC(=O)CCCNC(=O)Cn2cnc3sc4c(c3c2=O)CCCC4)cc1OC	5.0	10.6	-3.6	-2.5	4.9	12.0	1.5
O=C(c1ccc2oc(CCc3ccccc3)nc2c1)N1CC[C@H](O)C1	-3.2	5.4	-5.0	?	4.5	-1.8	-2.6
CC1CCC/C=C/C(=O)c2c(O)cc(O)cc2CC(=O)O1 (stereo not drawn)	0.3	-15.5	-3.9	-6.2	4.0	nt	-15.4
COCC(=O)Nc1ccc2c(c1)C(=O)N(C)[C@H]1CC[C@H](CC(=O)NCc3ccccc3Cl)O[C@H]1CO2	-4.4	-23.6	29.2[16.7 µM]	-3.6	nt	nt	-5.0

compound	Cneo AK release	C2C12 statin	miR-122 sensor	esBAF inh	ERp5 block	SIRT5 block	ARNT-TACC3 inh
CCOC(=O)c1ccc(NC(=S)N2CCN(C)CC2)cc1	-1.0	-3.3	nt	7.1	-4.4	-4.1	0.9
Cc1noc(C)c1NC(=O)Nc1ccc2c(c1)C(=O)N([C@H](C)CO)C[C@H](C)[C@@H](CN(C)Cc1ccncc1)OCCCC[C@@H](C)O2	0.4	nt	14.6[16.7 µM]	1.7	0.5	3.1	-8.1
Cc1cc(C)c(NC(=O)CS(=O)CC(=O)Nc2ccc(N3CCOCC3)cc2)c(C)c1 (stereo not drawn)	0.4	7.4	-5.5	-3.2	2.2	-3.8	-3.6
CC1CCCCC12NC(=O)N(CC(=O)N1CCN(c3ccccc3)CC1)C2=O (stereo not drawn)	-1.3	-4.7	-6.0	0.6	2.2	1.4	2.4
COc1ccc([N+](=O)[O-])cc1-c1nc2ccccc2nc1-c1ccccc1	-2.8	-20.4	-0.4	-2.0	-0.9	-2.1	-2.9
O=C(NCc1ccc(F)cc1)C1CCN(S(=O)(=O)N2CCC3(CC2)OCCO3)CC1	-1.1	8.2	nt	-8.8	3.7	-3.1	-0.5
CCOC(=O)c1cn2nc(Oc3ccc(C)cc3)ccc2n1	0.5	nt	0.2	nt	3.2	-2.4	nt
O=C(Nc1nccs1)c1ccc2nccnc2c1	-1.1	5.5	0.9	20.8	nt	nt	2.6
COc1ccc(-c2cc(CNS(=O)(=O)c3ccccc3)on2)cc1	nt	nt	-0.8	nt	0.9	3.8	-5.4
COc1ccc(C#Cc2ccc([C@@H]3[C@@H](CO)N4CCCCN(C)C[C@@H]34)cc2)cc1	6.2	29.3	-26.6[16.7 µM]	-3.1	5.4	1.2	8.8
O=C(Nc1cc(S(=O)(=O)N2CCOCC2)ccc1N1CCCC1)c1ccc(F)cc1	-0.3	10.4	nt	-1.8	0.2	-6.5	nt
O=C(C[C@H]1CC[C@@H]2[C@H](COC[C@@H](O)CN2Cc2nccs2)O1)NCc1ccc(Cl)cc1	-4.5	11.4	5.7[16.7 µM]	0.4	3.5	-2.3	17.6
Cc1nc2c(Br)c3nc(C(F)(F)F)[nH]c3c(Br)c2[nH]1	-6.6	-1.0	nt	-7.6	nt	nt	11.0
O=C(CSc1nnc(CN2CCOCC2)n1-c1ccc(Cl)cc1)Nc1cc(Cl)ccc1O	0.8	6.4	6.8	-8.4	nt	nt	5.0
CCOC(=O)C1=NN(C(=O)Cc2ccccc2)C(O)(C(C)(C)C)C1 (stereo not drawn)	nt	nt	nt	nt	-10.5	0.2	1.1
CCc1c(C(=O)Nc2ccc(S(=O)(=O)N3CCOCC3)cc2)csc1C	2.8	1.9	-2.0	1.5	nt	nt	-1.2
CC[C@]12c3[nH]c4cc(CCC(=O)N(C)C)ccc4c3CCN1C(=O)[C@@H](CC(=O)NCc1ccc(OC)c(OC)c1)C[C@@H]2C(=O)N1CCN(C(=O)C2CC2)CC1	0.4	1.9	-3.7	-8.5	5.9	-5.0	-0.8
O=C(c1ccc(Cl)cc1)c1cccc(O)c1	nt	nt	nt	nt	0.4	-5.8	-1.4
O=c1c(Cc2ccc(F)cc2)c(O)ccn1CCCN1CCOCC1	nt	nt	nt	nt	3.8	1.5	6.5
COc1ccc(C(=O)O)cc1S(=O)(=O)NCc1ccncc1	nt	nt	-6.1	nt	-0.5	11.9	0.3
CCOC(=O)N1N=C(C)CC1(O)c1ccc(Cl)cc1 (stereo not drawn)	-1.1	10.5	0.4	-3.5	-2.0	-5.9	0.2
COc1cccc(N=C(N)N=C(N)N)c1	0.2	-0.4	6.4	-1.6	2.3	0.6	13.1
COc1ccc2nc(N/C(N)=N/C(=S)Nc3ccccc3)nc(C)c2c1	nt	-13.3	nt	28.1	-7.1	-1.0	3.4
N#Cc1c(NC(=O)C(=O)NCCCN2CCOCC2)sc2c1CCCC2	-1.6	-3.2	nt	6.4	4.9	-0.4	-5.1
CC(C)NC(=O)C1c2ccccc2Oc2ccccc21	-3.1	24.3	0.5	3.2	-1.5	-0.2	-13.4
O=c1c2ccc(Cl)cc2nc(-c2ccc([N+](=O)[O-])cc2)n1O	-0.1	-7.1	-5.9	-6.0	-0.5	13.8	nt
CCOC(=O)C(N)CSC1CC(=O)N(CCc2ccccc2)C1=O (stereo not drawn)	1.3	-4.8	-5.8	4.5	0.8	-0.5	1.4
COc1ccc(-n2nc3cc(C)c(NC(=S)NC(=O)c4ccccc4C)cc3n2)cc1	-1.4	-19.9	-0.2	?	nt	nt	-8.3
O=S(=O)(NC1=NCCCCC1)c1cc(F)ccc1F	8.0	-1.2	nt	-7.9	0.6	0.2	-2.2
CC(OC(=O)C1CC(O)CN1S(=O)(=O)c1ccccc1[N+](=O)[O-])C(=O)N1CCCCC1 (stereo not drawn)	-1.5	2.1	-0.1	-1.4	2.2	-6.9	nt

# Reformatted field by field: entries from further up
SMILES: CCOC(=O)N1N=C(C)CC1(O)c1ccc(Cl)cc1 (stereo not drawn)
- Cneo AK release: -1.1
- C2C12 statin: 10.5
- miR-122 sensor: 0.4
- esBAF inh: -3.5
- ERp5 block: -2.0
- SIRT5 block: -5.9
- ARNT-TACC3 inh: 0.2

SMILES: COc1cccc(N=C(N)N=C(N)N)c1
- Cneo AK release: 0.2
- C2C12 statin: -0.4
- miR-122 sensor: 6.4
- esBAF inh: -1.6
- ERp5 block: 2.3
- SIRT5 block: 0.6
- ARNT-TACC3 inh: 13.1

SMILES: COc1ccc2nc(N/C(N)=N/C(=S)Nc3ccccc3)nc(C)c2c1
- Cneo AK release: nt
- C2C12 statin: -13.3
- miR-122 sensor: nt
- esBAF inh: 28.1
- ERp5 block: -7.1
- SIRT5 block: -1.0
- ARNT-TACC3 inh: 3.4

SMILES: N#Cc1c(NC(=O)C(=O)NCCCN2CCOCC2)sc2c1CCCC2
- Cneo AK release: -1.6
- C2C12 statin: -3.2
- miR-122 sensor: nt
- esBAF inh: 6.4
- ERp5 block: 4.9
- SIRT5 block: -0.4
- ARNT-TACC3 inh: -5.1

# Bioassay records: PubChem BioAssay, Broad Institute
